# KCNQ1 pot: potentiates or activates the human KCNQ1 potassium channel; CHO-K1 KCNQ1, thallium flux FluxOR fluorescence; active compounds read high; B-score at 10 µM; 310,000 tested, 0.35% active;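 active = fluorescence ratio B-score, a plate-corrected score, at least three library SD, with initial intensity B-score within 5 SD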
#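 Assay system: CHO-K1 cells stably expressing KCNQ1. Medium: assay buffer for compound exposure, DMSO matched across wells. Timing: 37 °C overnight plating, 90-min dark dye load, 20-min compound pretreatment. Signal: kinetic FluxOR fluorescence, 10 s baseline plus 110 s post-stimulus.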
# KCNQ1 inh: blocks the human KCNQ1 potassium channel; P51787; CHO-K1 KCNQ1, FluxOR thallium flux fluorescence; active compounds read high; B-score at 10 µM; 310,000 tested, 1.3% active; AID 2642;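 active = compounds whose thallium flux B-score, printed positive for inhibition, exceeds three library SD while starting fluorescence stays within three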;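 note: channel opened by potassium depolarization with thallium stimulus after 20 min compound exposure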
# RGS4 act: RGS4 potentiation or activation; HEK293 M3R/inducible RGS4, carbachol calcium flux Fluo4; active compounds read low; B-score at 10 µM; 310,000 tested, 0.92% active; AID 463111;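 active = B-score of the integrated calcium signal more than 4 SD below the library mean, with starting fluorescence not abnormally high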;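 note: negative B-score means reduced calcium response which marks RGS4 activation or potentiation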
#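 System: HEK293 FlpIn-TREx cells, stable M3R, doxycycline-inducible RGS4. Timing: overnight RGS4 induction, 30 min dye load 37 °C, 20 min compound RT. Also added: carbachol, ECmax concentration. Measured by: Fluo4 fluorescence kinetic imaging of calcium. Evaluation: integrated calcium ratio converted to B score.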
# KCNK9 block: human KCNK9 channel inhibition | 310,000 tested, 1.2% active | B-score at 10 µM | HEK293 KCNK9, FluxOR thallium flux fluorescence; active compounds read low | Q9NPC2;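 active = ratio B-score over 3 SD below the library mean, with starting fluorescence within 5 SD of its mean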;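 note: negative B-score means less thallium flux so channel inhibition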
# GSK3beta inhib: blocks human GSK3beta kinase activity. 300,000 tested, 0.038% active. P49841. activity score (negative = inhibition), % at 10 µM. AID 2097. GST-GSK3beta kinase, ADP-Glo luminescence, 60 min; active compounds read low;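 active = more than half of replicate wells score below -50%, meaning over 50% inhibition versus plate controls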;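 note: 0% = median DMSO wells and -100% = median GW8510 positive control wells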
#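 Test system – GST-tagged human GSK3beta kinase, cell-free · Incubation – 60 min enzyme reaction, room temperature · Signal – ADP-Glo luminescence · Also added – peptide substrate and ATP at 25 µM · Controls – DMSO neutral wells and GW8510 at 20 µM as positive · Buffer or medium – Tris/MgCl2 kinase buffer · Measure – Luminescence-derived activity versus plate DMSO and GW8510 wells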
# KCNK3 block: human KCNK3 channel inhibition, primary screen | O14649 | CHO-KCNK3 thallium flux, FluxOR fluorescence; active compounds read low | B-score at 10 µM | 340,000 tested, 0.84% active | AID 602410;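 active = B-score under library mean minus 4 SD, starting fluorescence ratio at most library mean plus 5 SD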;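 note: more negative B-score means stronger inhibition of thallium flux through KCNK3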
# hERG protect: shields human hERG channel from block by proarrhythmic agents; Q12809; CHO-hERG, FluxOR thallium flux, dofetilide IC70 present; activation (rescue from dofetilide block), less the hit threshold, % at 10 µM; 310,000 tested, 0.51% active;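 active = activation above the mean of controls blocked by dofetilide plus 5 SD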;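 note: thallium influx through hERG after potassium depolarization seen as dye fluorescence rise; in these data hits start at about 4.7%; inactives centre near -7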
# Target sequence (Q12809 whole entry, looked up): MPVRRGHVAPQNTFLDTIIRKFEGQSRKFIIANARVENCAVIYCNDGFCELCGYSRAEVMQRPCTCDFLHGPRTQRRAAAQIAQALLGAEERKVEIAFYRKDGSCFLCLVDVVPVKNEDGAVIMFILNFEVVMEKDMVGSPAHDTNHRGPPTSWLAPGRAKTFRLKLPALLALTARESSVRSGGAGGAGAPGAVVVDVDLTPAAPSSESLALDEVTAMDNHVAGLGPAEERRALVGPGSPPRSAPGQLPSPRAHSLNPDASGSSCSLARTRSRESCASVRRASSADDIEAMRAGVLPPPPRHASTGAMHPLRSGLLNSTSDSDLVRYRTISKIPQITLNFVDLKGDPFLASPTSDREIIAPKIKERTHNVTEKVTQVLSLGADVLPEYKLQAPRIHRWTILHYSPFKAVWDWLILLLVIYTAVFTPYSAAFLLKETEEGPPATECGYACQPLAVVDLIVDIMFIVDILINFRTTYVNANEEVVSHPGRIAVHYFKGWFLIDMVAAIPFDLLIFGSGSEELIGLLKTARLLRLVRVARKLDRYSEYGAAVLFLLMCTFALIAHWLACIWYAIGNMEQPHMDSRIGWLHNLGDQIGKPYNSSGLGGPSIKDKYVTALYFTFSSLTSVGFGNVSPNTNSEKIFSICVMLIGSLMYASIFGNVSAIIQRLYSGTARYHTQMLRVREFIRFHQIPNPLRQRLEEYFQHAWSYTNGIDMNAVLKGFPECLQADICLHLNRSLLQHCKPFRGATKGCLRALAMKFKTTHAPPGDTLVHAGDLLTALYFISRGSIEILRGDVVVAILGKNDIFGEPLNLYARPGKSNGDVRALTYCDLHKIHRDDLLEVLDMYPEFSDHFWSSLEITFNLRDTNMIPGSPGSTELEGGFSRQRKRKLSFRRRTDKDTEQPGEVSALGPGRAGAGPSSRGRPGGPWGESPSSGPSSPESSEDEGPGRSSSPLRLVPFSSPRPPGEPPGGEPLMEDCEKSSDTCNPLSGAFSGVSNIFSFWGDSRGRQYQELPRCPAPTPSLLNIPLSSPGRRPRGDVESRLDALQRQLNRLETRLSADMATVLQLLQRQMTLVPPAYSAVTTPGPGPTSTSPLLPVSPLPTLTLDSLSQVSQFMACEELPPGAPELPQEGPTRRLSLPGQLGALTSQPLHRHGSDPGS
# PolyA inhibitor: inhibitors of polyadenylation in S. cerevisiae; S. cerevisiae SKY197-pL101 polyadenylation reporter, beta-gal luminescence; efflux-impaired pdr1/pdr3 knockout yeast; score 100 = 6 SD above DMSO; calls only at 12 µM; 300,000 tested, 0.02% active; AID 1875;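 active = lowest replicate activity score at least 50, where 100 means six control SD above control mean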;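 note: yeast exposed to compound for 9 h at 30 °C; higher score means more reporter readthrough which indicates perturbed polyadenylation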
# GSK3 alpha inh: blocks human GSK-3 alpha kinase; P49840; 320,000 tested, 0.1% active; ADP-Glo luminescence, 60 min; inhibition, % at 10 µM; AID 2650;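 in the data active = inhibition above about 50%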;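 note: GST-tagged GSK-3 alpha with peptide substrate and 25 µM ATP; 0% = DMSO neutral wells and 100% = GW8510 positive control wells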
# DYRK1A inh: Dyrk1A (rat) kinase inhibition | Q63470 | 310,000 tested, 0.43% active | inhibition, % at 12.5 µM | ADP-Glo luminescence, NFATc1 peptide; in the data active = inhibition above about 50%;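 note: plate controls were vehicle with enzyme for no effect and no enzyme for full effect; many of its hits are not listed in these tables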
# RGS4 inh: human RGS4 inhibition; 310,000 tested, 0.45% active; B-score at 10 µM; P49798; HEK293 M3R/RGS4 inducible, Fluo-4 calcium flux; active compounds read high; triggered by carbachol at its EC20;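 active = B-score, a plate-corrected calcium signal, over three deviations above library mean, with baseline fluorescence within five deviations of library mean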;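 note: RGS4 expression induced by doxycycline in cells with stable M3 receptor; B-score is computed from the integrated fluorescence ratio over baseline after carbachol; higher B-score means a larger calcium signal and so more RGS4 inhibition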
# The depositor's hits bear a star; i = inactive; . = not tested or not shown. Some of the compounds tested. The share of hits here may be higher or lower than overall.
structure	KCNQ1 pot	KCNQ1 inh	RGS4 act	KCNK9 block	GSK3beta inhib	KCNK3 block	hERG protect	PolyA inhibitor	GSK3 alpha inh	DYRK1A inh	RGS4 inh
C=CCn1c(-c2csc(-c3ccc(OC)c(OC)c3)n2)n[nH]c1=S	i	i	i	i	-0.8	i	-13.2	i	1.7	3.8	i
COc1ccc(N2C(N)=NC(N)=NC2(C)C)cc1	i	i	i	i	2.4	i	-11.0	i	0.6	1.5	i
Cc1[nH]nc2c1C(CC(C)C)C(C#N)=C(N)O2 (stereo not given)	i	i	i	i	-3.2	i	-9.3	i	-0.1	0.8	i
CC1CCCN(c2nc(-c3cccnc3)nc3scc(-c4ccccc4)c23)C1 (stereo not given)	i	i	-7.27*	-9.08*	1.7	i	-15.0	i	-3.1	-7.2	i
O=C(Cn1cncn1)N/N=C/c1ccc(Cl)cc1	i	i	i	i	0.4	i	-3.6	i	-1.5	5.6	i
C=CCOc1ccc(C(c2c(C(=O)O)[nH]c3ccccc23)c2c(C(=O)O)[nH]c3ccccc23)cc1	i	i	i	i	6.1	i	-4.9	i	-5.6	-4.4	i
Cc1ccc(CNC(=O)c2ccccc2NS(C)(=O)=O)cc1	i	i	i	i	4.6	i	-9.7	i	0.7	6.6	i
COc1cc(C(=O)NCC(=O)N/N=C/c2cccnc2)cc(OC)c1OC	i	i	i	i	0.0	i	-8.8	i	-1.9	2.6	i
COc1ccc(-c2csc(Nc3ccccc3)n2)cc1	i	i	i	i	1.6	i	-19.1	i	-3.1	1.0	i
Cc1c(S(=O)(=O)N2CCCC2)c(=O)n(C)c(=O)n1C	i	i	i	i	-0.5	i	-10.7	i	-0.7	-5.3	i
Cc1ccc(S(=O)(=O)N2CCN(C(=O)CSc3nncs3)CC2)cc1	i	i	i	i	-0.6	i	-9.0	i	-0.3	-9.1	i
Cc1cccc(C)c1NC(=O)N1CCC(C(=O)c2ccc(F)cc2)CC1	i	i	i	i	-0.8	i	-10.4	i	-0.8	-0.7	i
CCOC(=O)c1c(-c2ccc(OC)cc2)csc1NC(=O)CCN1C(=O)c2ccccc2C1=O	i	i	i	i	-2.2	i	-5.7	i	.	-0.2	i
COCc1c(C)cc(C)c(/C=N/O)c1C	i	i	i	i	-2.7	i	-4.5	i	-1.9	-1.7	i
S=c1[nH]c2ccccc2n2c(=S)[nH]nc12	i	i	i	i	0.3	i	-7.8	i	7.4	56.5*	i
CCC(CC)c1nnc(NC(=O)CN2C(=O)C3C4C=CC(C4)C3C2=O)s1 (stereo not given)	i	i	i	i	2.5	i	-6.8	i	-1.4	-3.2	i
O=C(c1cc2ccccc2oc1=O)N1CCN(c2ncccn2)CC1	i	i	i	i	-3.0	i	-8.4	i	-0.3	-9.8	i
CCOC(=O)N1CCN(S(=O)(=O)c2ccc(C)c(C)c2)CC1	i	i	i	i	4.7	i	-11.1	i	-3.8	7.4	i
CCOc1ccc(OCC(=O)N2CCC3(CC2)CC(=O)c2ccccc2O3)cc1	i	i	i	i	1.5	i	-12.1	i	0.5	3.4	i
CC(=O)Oc1c(/C=C(\C#N)C(N)=O)[nH]c2ccccc12	i	i	i	i	-0.4	-9.01*	-12.4	i	.	-9.4	i
NNC(=O)CNC(=O)c1cccc(Br)c1	i	i	i	i	-4.2	i	-7.0	i	-0.8	-0.6	i
O=c1c2ccccc2nc(N/N=C/c2c(O)ccc3ccccc23)n1O	i	i	i	i	2.9	i	-11.2	i	1.2	20.1	8.43*
CC(C)Cc1nnc(NC(=O)CCC(=O)N2CCN(C3CCCC3)CC2)s1	i	i	i	i	3.9	i	-5.5	i	0.4	2.2	i
COCCCn1c(-c2ccco2)nc2ccccc2c1=O	i	i	i	i	-3.6	i	-8.5	i	-2.4	11.3	i
CC(/C=C/C=C/c1ccccc1)=N\NC(=O)c1cccnc1	i	i	i	i	-0.4	i	-6.1	i	0.5	2.8	i

# Going on with the list.
structure	KCNQ1 pot	KCNQ1 inh	RGS4 act	KCNK9 block	GSK3beta inhib	KCNK3 block	hERG protect	PolyA inhibitor	GSK3 alpha inh	DYRK1A inh	RGS4 inh
O=P(O)(O)CP(=O)(O)O	i	i	i	i	2.3	.	-2.6	i	.	.	i
COc1ccccc1OCCNC(=O)c1ccc2c(c1)CCC2	i	i	i	i	3.1	i	-0.8	i	-0.5	3.7	i
[O-][n+]1onc2c3ccnnc3ccc21	i	i	i	i	1.0	i	-6.9	i	-1.9	3.7	i
O=C(CC1OC(=O)c2ccccc21)Nc1cc(S(=O)(=O)N2CCOCC2)ccc1OCC(F)(F)F (stereo not given)	i	i	i	i	1.7	i	-9.4	i	-2.8	-0.9	i
O=C(CN1CCOCC1)Nc1ccc(OCc2ccccc2)cc1	i	i	i	i	0.2	i	-1.3	i	-1.6	17.7	i
COc1ccc(NC(=O)c2cnn(-c3ccccc3)c2C)cc1	i	i	i	i	-7.5	i	-0.1	i	-0.1	6.1	i
CC1(OC(=O)C2CCCC2)C(=O)C=C2C=C(c3ccsc3)N(CCc3c[nH]c4ccccc34)C=C2C1=O (stereo not given)	i	i	i	i	0.2	i	-3.7	i	1.5	.	i
CO/N=C\CC(=O)Nc1ccc(F)cc1	i	i	i	i	-2.1	i	-5.0	i	.	6.4	i
COC(=O)c1ccc(CSc2nnc3c(Cl)cc(Cl)cn23)o1	i	i	i	i	-2.1	i	-3.4	i	-5.8	-6.8	i
O=C(COc1ccc([N+](=O)[O-])cc1)N/N=C/c1ccccn1	i	i	i	i	-2.0	i	-1.9	i	-0.4	-14.8	i
CCOC(=O)N1CCN(C(=O)c2cc(-c3ccncc3)nc3ccccc23)CC1	i	i	i	i	2.6	i	-18.5	i	-4.3	-4.3	i
CCCc1cc(=O)oc2cc(C)cc(OCC(=O)Nc3ccc(CN4CCOCC4)cc3)c12	i	i	i	i	-7.5	i	-14.0	i	2.2	0.1	i
CCOC(=O)CC1Sc2ccccc2NC1=O (stereo not given)	i	i	i	i	-7.0	i	-7.9	i	-4.7	6.2	i
NC(=O)C1(NC(=O)[C@@H]2CC3(CC(c4cccc(NC(=O)[C@@H]5CCC(=O)N5)c4)=NO3)CN2C(=O)c2ccccc2)CC1 (stereo not given in full)	i	i	i	i	-0.3	i	-6.4	i	1.5	2.9	i
CCCC(C)C(=O)Nc1ncc(S(=O)(=O)c2ccc([N+](=O)[O-])cc2)s1 (stereo not given)	i	i	i	i	-3.1	i	-14.2	i	0.5	-1.9	i
CCCNS(=O)(=O)c1ccc(CCC(=O)NCCc2ccc(OC)c(OC)c2)cc1	i	i	i	i	-0.2	i	-2.6	i	0.4	3.1	i
CCO[C@@H]1OC(C(=O)N2CCN(Cc3ccccc3)CC2)=C[C@H](c2ccccc2)[C@H]1CCCO	i	i	i	i	3.0	i	-5.1	i	0.6	1.8	i
CCN(CC)C(=O)Oc1nnc(SC(C)C)n1-c1ccc(Cl)cc1	i	i	i	i	-0.3	-9.58*	-10.2	i	-1.6	0.8	i
O=C(CNc1c(Br)cc(Br)cc1Br)NN=C1CCCCC1	i	i	i	i	-4.2	.	-1.4	i	-0.3	.	i
CC(=O)c1ccc(NC(=O)c2noc3c2CCC3)cc1	i	i	i	i	2.5	i	-4.0	i	-0.4	-5.9	i
CCCCn1c2ccc(F)cc2c2nnc(SCCN3CCCCC3)nc21	i	i	-7.78*	i	1.0	i	-8.7	i	.	-2.3	i
CCCN1CCc2c(sc3nc(SCC)n(-c4ccccc4)c(=O)c23)C1	i	i	i	i	-0.6	i	-8.7	i	.	-2.7	i
COc1ccc(C2C(C(=O)O)CC(=O)N2C2CCCCC2)cc1 (stereo not given)	i	i	i	i	3.2	i	-7.8	i	-0.8	-3.3	i
O=C(NCC1CCCO1)c1ccc2c(=O)n(-c3ccc(F)cc3)c(=S)[nH]c2c1 (stereo not given)	i	i	i	i	3.9	i	-2.7	i	1.9	.	i
CCOC(=O)Nc1cccc(NC(=O)c2ccccc2F)c1	i	i	i	i	0.3	-8.77*	-9.9	i	-1.8	1.0	i

# Further entries:
structure	KCNQ1 pot	KCNQ1 inh	RGS4 act	KCNK9 block	GSK3beta inhib	KCNK3 block	hERG protect	PolyA inhibitor	GSK3 alpha inh	DYRK1A inh	RGS4 inh
O=C(NNc1c(F)c(F)cc(F)c1F)c1ccc(Cl)nc1	i	i	i	i	.	i	-7.9	i	-3.3	-4.1	i
Cc1cccc(NC(=O)/C(C#N)=C/c2ccc(F)cc2)n1	i	i	i	i	-2.4	i	-5.1	i	-1.6	4.9	i
CN(C)c1ccc(CC2C(=O)Nc3ccccc32)cc1 (stereo not given)	i	i	i	i	-0.4	i	-8.5	i	-1.7	-4.6	i
CCOc1cc(N2CCOCC2)c(OCC)cc1NC(=O)CN1C(=O)NC(C)(C2CC2)C1=O (stereo not given)	i	i	i	i	0.1	i	-5.2	i	-0.8	14.4	i
CCOC(=O)c1nn(-c2ccc(Cl)cc2)c(C)cc1=O	i	i	i	i	-0.7	i	-8.4	i	-0.4	4.7	i
S=C(Nc1ccccc1Cl)N1CCOCC1	i	i	i	i	-4.0	i	-10.2	i	-0.2	1.5	i
CC(=O)Nc1ccc(S(=O)(=O)Nc2nc3ccccc3nc2-n2ccc(=NC(=O)c3ccc(F)cc3)cc2)cc1	i	i	i	i	-2.1	i	-0.3	i	-2.3	.	i
Cc1ccc(NC(=O)CSc2nnc3n2CCCCC3)cc1	i	i	i	i	-2.7	i	-2.1	i	-1.3	-0.4	i

# Single values from the list.
# DYRK1A inh with S=C(Nc1ccccc1Cl)N1CCOCC1 → 1.5
# hERG protect with CC(=O)Nc1ccc(S(=O)(=O)Nc2nc3ccccc3nc2-n2ccc(=NC(=O)c3ccc(F)cc3)cc2)cc1 → -0.3

# Compound activity from PubChem.
